High-throughput results deposited in PubChem by several laboratories.
ANO1 block = TMEM16A chloride channel inhibitors, primary screen, cell-based, HTS. Anoctamin-1 (Mus musculus), Q8BHY3. HEK293 TMEM16A/YFP iodide influx fluorescence, ionomycin. normalized B-score (activity score, 25-100; higher = stronger inhibition) at 10 µM. 1.2% of 310,000 active. AID 588511, 2011;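 active means ratio plate-corrected score three or more library SD toward inhibition, starting fluorescence score within five deviations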;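 further: score derived from kinetic fluorescence span divided by baseline fluorescence per well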
Target sequence (Q8BHY3 whole entry, looked up): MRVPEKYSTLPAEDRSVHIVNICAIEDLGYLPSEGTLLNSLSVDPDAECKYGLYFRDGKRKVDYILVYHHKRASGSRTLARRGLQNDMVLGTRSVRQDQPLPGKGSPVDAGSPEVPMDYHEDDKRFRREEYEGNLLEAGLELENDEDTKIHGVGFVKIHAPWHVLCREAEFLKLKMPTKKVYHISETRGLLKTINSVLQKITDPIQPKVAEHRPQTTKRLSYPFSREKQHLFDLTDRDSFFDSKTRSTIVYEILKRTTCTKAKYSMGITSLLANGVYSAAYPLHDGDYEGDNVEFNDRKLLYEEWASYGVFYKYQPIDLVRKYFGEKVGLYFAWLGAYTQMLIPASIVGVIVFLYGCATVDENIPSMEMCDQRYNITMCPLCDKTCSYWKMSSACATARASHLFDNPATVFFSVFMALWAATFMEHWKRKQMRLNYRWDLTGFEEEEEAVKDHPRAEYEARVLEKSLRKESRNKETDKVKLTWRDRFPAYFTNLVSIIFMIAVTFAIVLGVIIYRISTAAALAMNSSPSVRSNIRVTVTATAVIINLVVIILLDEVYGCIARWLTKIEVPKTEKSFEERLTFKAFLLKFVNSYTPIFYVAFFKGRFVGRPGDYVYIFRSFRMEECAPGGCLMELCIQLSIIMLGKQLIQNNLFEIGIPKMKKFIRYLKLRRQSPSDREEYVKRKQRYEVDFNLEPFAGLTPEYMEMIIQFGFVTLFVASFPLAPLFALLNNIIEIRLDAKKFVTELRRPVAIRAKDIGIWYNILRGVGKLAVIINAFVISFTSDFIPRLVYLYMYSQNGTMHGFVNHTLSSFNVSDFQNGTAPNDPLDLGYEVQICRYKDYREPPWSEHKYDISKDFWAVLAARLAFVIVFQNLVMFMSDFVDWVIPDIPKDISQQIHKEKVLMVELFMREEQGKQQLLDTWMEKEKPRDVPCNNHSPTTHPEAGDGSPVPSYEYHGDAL
RGS4 block = RGS4 inhibitors, primary screen, cell-based, HEK293 M3R inducible RGS4, calcium flux; Regulator of G-protein signaling 4 (Homo sapiens), P49798; Fluo-4 calcium flux; active compounds read high; triggered by carbachol at its EC20; B-score at 10 µM; 0.45% of 310,000 active;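 active means B-score, a plate-corrected calcium signal, over three deviations above library mean, with baseline fluorescence within five deviations of library mean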;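 further: RGS4 expression induced by doxycycline in cells with stable M3 receptor; B-score is computed from the integrated fluorescence ratio over baseline after carbachol; higher B-score means a larger calcium signal and so more RGS4 inhibition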
SKKanGAS inh = S. pyogenes SKKanGAS growth inhibitors in kanamycin, primary screen, streptokinase expression inhibitor project, SKKanGAS strain, BacTiter-Glo luminescence; 1.3% of 300,000 active; inhibition, % at 7.5 µM; 6 h;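 active means mean replicate score, as percent of positive control median, at least 50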;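 further: strain carries kanamycin resistance gene driven by streptokinase promoter and grows in 40 µg/ml kanamycin; loss of luminescence reflects streptokinase promoter inhibition or plain growth inhibition; 0% = median of DMSO wells and 100% = positive control at its reference dose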
HDAC3 inh = HDAC3 deacetylase inhibitors, primary screen, biochemical, fluorescence, cell-free homogeneous; inhibition, % at 8.3 µM; 0.15% of 320,000 active; recombinant HDAC3, fluorogenic peptide/trypsin coupled; in the data active means inhibition above about 26%, passing the limit was not always enough
hERG protect = hERG rescue from dofetilide block, primary screen, cell-based, CHO-hERG, FluxOR thallium flux, dofetilide IC70. dofetilide IC70 present. AID 1511, 2009. activation (rescue from dofetilide block), less the hit threshold, % at 10 µM. 0.51% of 310,000 active;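 active means activation above the mean of controls blocked by dofetilide plus 5 SD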;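 further: thallium influx through hERG after potassium depolarization seen as dye fluorescence rise; in these data hits start at about 4.7%; inactives centre near -7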
RGS4 act = RGS4 potentiators or activators, primary screen, cell-based, HEK293 M3R inducible RGS4, calcium flux; B-score at 10 µM; carbachol calcium flux Fluo4; active compounds read low; 0.92% of 310,000 active;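 active means B-score of the integrated calcium signal more than 4 SD below the library mean, with starting fluorescence not abnormally high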;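 further: negative B-score means reduced calcium response which marks RGS4 activation or potentiation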
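Material: M3R-expressing HEK293 line, RGS4 induced by doxycycline | Schedule: Overnight RGS4 induction, 30 min dye load 37 °C, 20 min compound RT | Measured by: Fluo4 fluorescence kinetic imaging of calcium | Read-out: Integrated calcium ratio converted to B score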
KCNQ1 block = inhibitors of human KCNQ1 channel, primary screen, cell-based, thallium flux, high-throughput; CHO-K1 KCNQ1, FluxOR thallium flux fluorescence; active compounds read high; B-score at 10 µM; 1.3% of 310,000 active; AID 2642, 2010;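 active means compounds whose thallium flux B-score, printed positive for inhibition, exceeds three library SD while starting fluorescence stays within three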;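 further: channel opened by potassium depolarization with thallium stimulus after 20 min compound exposure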
KCNQ1 pot = potentiators or activators of KCNQ1 channel, primary screen, cell-based, thallium flux, high-throughput; 0.35% of 310,000 active; CHO-K1 KCNQ1, thallium flux FluxOR fluorescence; active compounds read high; B-score at 10 µM;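 active means fluorescence ratio B-score, a plate-corrected score, at least three library SD, with initial intensity B-score within 5 SD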
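Assay system: stable KCNQ1 CHO-K1 line; medium: assay buffer, equal DMSO in all wells; timing: 90 min dye loading and 20 min compound exposure, both at room temperature; technique: kinetic FluxOR thallium fluorescence, 10-s 1-Hz baseline, 110-s post-stimulus read; read-out basis: B score of baseline-normalized fluorescence ratio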
KCNK3 block = human KCNK3 channel inhibitors, primary screen, CHO cells, FluxOR thallium flux, B-score; B-score at 10 µM; Potassium channel subfamily K member 3 (Homo sapiens), O14649; 0.84% of 340,000 active; FluxOR fluorescence; active compounds read low;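 active means B-score under library mean minus 4 SD, starting fluorescence ratio at most library mean plus 5 SD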;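 further: more negative B-score means stronger inhibition of thallium flux through KCNK3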
KCNK9 block = KCNK9 potassium channel inhibitors, primary screen, HEK293 cells, thallium flux; B-score at 10 µM; 1.2% of 310,000 active; FluxOR thallium flux fluorescence; active compounds read low;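 active means ratio B-score over 3 SD below the library mean, with starting fluorescence within 5 SD of its mean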;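 further: negative B-score means less thallium flux so channel inhibition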
ANO1 activ = TMEM16A chloride channel activators or potentiators, primary screen, cell-based, HTS; HEK293 TMEM16A/YFP-H148Q/I152L, iodide quench fluorescence; active compounds read low; 0.3% of 340,000 active; B-score at 10 µM; AID 623877, 2012; Anoctamin-1 (Mus musculus), Q8BHY3;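 active means fluorescence-ratio B-score plate-corrected deviation score at least 3 library SD below zero, with starting fluorescence score within 5 deviations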;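 further: channel opened by trigger with iodide after compound preincubation; score built on the fluorescence ratio of max minus min over baseline; more negative score means more quench and so TMEM16A activation or potentiation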
Active calls of the source: *.

Cc1cccnc1NCc1ccc(O)c2ncccc12 was read as ANO1 block inactive, RGS4 block inactive, SKKanGAS inh 66.6*, HDAC3 inh 0.8, hERG protect 6.8*, RGS4 act inactive, KCNQ1 block inactive, KCNQ1 pot inactive, KCNK3 block inactive, KCNK9 block inactive and ANO1 activ inactive.
`CN(C)CCCN1C(=O)CSC1c1ccc([N+](=O)[O-])cc1` (stereo not given) gave ANO1 block inactive, RGS4 block inactive, SKKanGAS inh 2.8, HDAC3 inh 1.1, hERG protect -13.9, RGS4 act inactive, KCNQ1 block inactive, KCNQ1 pot inactive, KCNK3 block inactive, KCNK9 block inactive and ANO1 activ inactive.
For CC(=O)OCC1OC(OC(C)=O)C(NC(=O)c2cccnc2)C(OC(C)=O)C1OC(C)=O (stereo not given) the results were ANO1 block inactive, RGS4 block inactive, SKKanGAS inh -1.8, hERG protect -5.9, RGS4 act inactive, KCNQ1 block inactive, KCNQ1 pot inactive, KCNK3 block inactive, KCNK9 block inactive and ANO1 activ inactive.
C/C(=C\c1ccc2c(c1)OCO2)C(=O)c1c(C)cc(C)[nH]c1=O was read as ANO1 block inactive, RGS4 block inactive, SKKanGAS inh -5.1, HDAC3 inh 0.0, hERG protect -12.8, RGS4 act inactive, KCNQ1 block inactive, KCNQ1 pot inactive, KCNK3 block inactive, KCNK9 block inactive and ANO1 activ inactive.
For COC(=O)C1=C(CSc2nc3ccccc3o2)NC(=O)NC1c1cc(C)ccc1C (stereo not given) the results were ANO1 block inactive, SKKanGAS inh 8.0, HDAC3 inh 0.1, KCNK3 block inactive and ANO1 activ inactive.
For O=C1OC(c2ccc(Br)cc2)=N/C1=C\N1CCCCC1 the results were ANO1 block inactive, RGS4 block inactive, SKKanGAS inh -1.9, HDAC3 inh -1.3, hERG protect -7.1, RGS4 act inactive, KCNQ1 block inactive, KCNQ1 pot inactive, KCNK3 block inactive, KCNK9 block inactive and ANO1 activ inactive.
For CCCCc1c(O)nc(SCC(=O)N2CCCCC2)n(-c2ccccc2C)c1=O the results were ANO1 block inactive, RGS4 block inactive, SKKanGAS inh -1.9, HDAC3 inh 3.0, hERG protect 9.8*, RGS4 act inactive, KCNQ1 block inactive, KCNQ1 pot inactive, KCNK3 block inactive, KCNK9 block inactive and ANO1 activ inactive.
For CCn1ncc(S(=O)(=O)Nc2cccnc2)c1C the results were ANO1 block inactive, RGS4 block inactive, SKKanGAS inh 13.3, HDAC3 inh 2.9, hERG protect -8.2, RGS4 act inactive, KCNQ1 block inactive, KCNQ1 pot inactive, KCNK3 block inactive, KCNK9 block inactive and ANO1 activ inactive.
Screening Cn1cc([N+](=O)[O-])c(C(=O)NC2CCCCCCC2)n1 returned ANO1 block inactive, RGS4 block inactive, SKKanGAS inh -4.9, HDAC3 inh 3.5, hERG protect -4.6, RGS4 act inactive, KCNQ1 block inactive, KCNQ1 pot inactive, KCNK3 block inactive, KCNK9 block inactive and ANO1 activ inactive.
Screening COC(=O)c1cccc(NC(=O)Cc2ccc(OC)cc2)c1C returned ANO1 block inactive, RGS4 block inactive, SKKanGAS inh -12.1, HDAC3 inh 2.8, hERG protect -4.2, RGS4 act inactive, KCNQ1 block inactive, KCNQ1 pot inactive, KCNK3 block inactive, KCNK9 block inactive and ANO1 activ inactive.
CC(=O)Nc1cccc(NC(=O)CS(=O)(=O)c2cn(CC(=O)N3CCOCC3)c3ccccc23)c1 was read as ANO1 block inactive, RGS4 block inactive, SKKanGAS inh -15.9, HDAC3 inh 0.0, hERG protect -2.9, RGS4 act inactive, KCNQ1 block inactive, KCNQ1 pot inactive, KCNK3 block inactive, KCNK9 block inactive and ANO1 activ inactive.
For CCCCN1C(=O)c2ccccc2C1C(=O)NC1CCCC1 (stereo not given) the results were ANO1 block inactive, RGS4 block inactive, SKKanGAS inh -0.6, HDAC3 inh 3.3, hERG protect -6.3, RGS4 act inactive, KCNQ1 block inactive, KCNQ1 pot inactive, KCNK3 block inactive, KCNK9 block inactive and ANO1 activ inactive.
Screening Cc1ccc(C)c(NC(=O)CSc2nc3c(c(=O)n2C)SC(C)C3)c1 (stereo not given) returned ANO1 block inactive, RGS4 block inactive, SKKanGAS inh 0.5, HDAC3 inh 0.6, hERG protect 0.6, RGS4 act inactive, KCNQ1 block inactive, KCNQ1 pot inactive, KCNK3 block inactive, KCNK9 block inactive and ANO1 activ inactive.
Screening O=C(Nc1nnc(C2CC2)s1)C1COc2ccccc2O1 (stereo not given) returned ANO1 block inactive, RGS4 block inactive, SKKanGAS inh 24.7, HDAC3 inh 4.0, hERG protect -8.5, RGS4 act inactive, KCNQ1 block inactive, KCNQ1 pot inactive, KCNK3 block inactive, KCNK9 block inactive and ANO1 activ inactive.
Screening CCOC(=O)CSc1nnc2n1C(C)(C)Cc1ccccc1-2 returned ANO1 block inactive, RGS4 block inactive, SKKanGAS inh -3.7, HDAC3 inh 4.9, hERG protect -23.9, RGS4 act inactive, KCNQ1 block inactive, KCNQ1 pot inactive, KCNK3 block inactive, KCNK9 block inactive and ANO1 activ inactive.
Screening O=C(O)Cc1ccc(NC(=O)c2ccc(NC(=O)c3ccco3)cc2)cc1 returned ANO1 block inactive, RGS4 block inactive, SKKanGAS inh 0.5, HDAC3 inh -3.3, hERG protect -12.9, RGS4 act inactive, KCNQ1 block inactive, KCNQ1 pot inactive, KCNK3 block inactive, KCNK9 block inactive and ANO1 activ inactive.
O=C(COC(=O)c1cc(=O)c2ccccc2o1)NC1CCCC1 was read as ANO1 block inactive, RGS4 block inactive, SKKanGAS inh -6.5, HDAC3 inh 5.3, hERG protect -6.8, RGS4 act inactive, KCNQ1 block inactive, KCNQ1 pot inactive, KCNK3 block inactive, KCNK9 block inactive and ANO1 activ inactive.
Screening CC1CN(C(=O)c2cccc(S(=O)(=O)Nc3ccc(Cl)cc3)c2)CC(C)O1 (stereo not given) returned ANO1 block inactive, RGS4 block inactive, SKKanGAS inh 14.7, HDAC3 inh 2.5, hERG protect -3.8, RGS4 act inactive, KCNQ1 block inactive, KCNQ1 pot inactive, KCNK3 block inactive, KCNK9 block inactive and ANO1 activ inactive.
`Cc1ccc(NC(=O)CN(C)C(=O)COc2c(Cl)cc(Cl)c3ccc(C)nc23)cc1` gave ANO1 block inactive, RGS4 block inactive, SKKanGAS inh 10.5, HDAC3 inh -6.3, hERG protect -4.3, RGS4 act inactive, KCNQ1 block inactive, KCNQ1 pot inactive, KCNK3 block inactive, KCNK9 block inactive and ANO1 activ inactive.
`Nc1ncc(Br)cc1S(=O)(=O)NCCC(=O)N1CCN(c2ncccn2)CC1` gave ANO1 block inactive, RGS4 block inactive, SKKanGAS inh -9.0, HDAC3 inh -11.3, hERG protect -4.6, RGS4 act inactive, KCNQ1 block inactive, KCNQ1 pot inactive, KCNK3 block inactive, KCNK9 block inactive and ANO1 activ inactive.
For CCN(CC)c1ccc(/C=N/NC(=O)c2cccc(S(=O)(=O)Nc3ccccc3OC)c2)cc1 the results were ANO1 block inactive, RGS4 block inactive, SKKanGAS inh 9.3, HDAC3 inh 9.7, hERG protect -10.7, RGS4 act inactive, KCNQ1 block inactive, KCNQ1 pot inactive, KCNK3 block inactive, KCNK9 block inactive and ANO1 activ inactive.
`COc1cccc(C2NC(C)(C(=O)O)C3C(=O)N(C(C)C)C(=O)C23)c1O` (stereo not given) gave ANO1 block inactive, RGS4 block inactive, SKKanGAS inh 6.2, HDAC3 inh -1.8, hERG protect -1.7, RGS4 act inactive, KCNQ1 block inactive, KCNQ1 pot inactive, KCNK3 block inactive, KCNK9 block inactive and ANO1 activ inactive.
For c1cnc2c(OCc3nc4ccccc4[nH]3)cccc2c1 the results were ANO1 block inactive, RGS4 block inactive, SKKanGAS inh -17.8, HDAC3 inh 5.1, hERG protect -1.5, RGS4 act inactive, KCNQ1 block inactive, KCNQ1 pot inactive, KCNK3 block inactive, KCNK9 block inactive and ANO1 activ inactive.
`COc1ccc(CC(=O)N2CCc3ccccc3C2)cc1` gave ANO1 block inactive, RGS4 block inactive, SKKanGAS inh 1.6, HDAC3 inh 0.0, hERG protect 0.7, RGS4 act inactive, KCNQ1 block inactive, KCNQ1 pot inactive, KCNK3 block inactive, KCNK9 block inactive and ANO1 activ inactive.
Screening COC(=O)C(Cc1ccc(O)cc1)NC(=O)CCc1nc2ccccc2s1 (stereo not given) returned ANO1 block inactive, RGS4 block inactive, SKKanGAS inh 5.7, HDAC3 inh 0.8, hERG protect -8.4, RGS4 act inactive, KCNQ1 block inactive, KCNQ1 pot inactive, KCNK3 block inactive, KCNK9 block inactive and ANO1 activ inactive.
COc1ccc(S(=O)(=O)c2snnc2C)cc1 was read as ANO1 block inactive, RGS4 block inactive, SKKanGAS inh 1.9, HDAC3 inh 6.6, hERG protect 1.8, RGS4 act inactive, KCNQ1 block inactive, KCNQ1 pot inactive, KCNK3 block inactive, KCNK9 block inactive and ANO1 activ inactive.
Screening O=C(CSc1ccc(Cl)cc1)Nc1ccc(N2CCN(c3ccccc3)CC2)c(F)c1 returned ANO1 block inactive, RGS4 block inactive, SKKanGAS inh -13.4, HDAC3 inh 4.1, hERG protect -5.9, RGS4 act inactive, KCNQ1 block inactive, KCNQ1 pot inactive, KCNK3 block inactive, KCNK9 block inactive and ANO1 activ inactive.
For CNC(=O)N(O)C1N(/N=C/c2ccc(N(C)C)cc2)C(=S)SC1(C)C (stereo not given) the results were ANO1 block inactive, RGS4 block inactive, SKKanGAS inh 4.7, HDAC3 inh 0.3, hERG protect -13.0, RGS4 act inactive, KCNQ1 block inactive, KCNQ1 pot inactive, KCNK3 block inactive, KCNK9 block inactive and ANO1 activ inactive.
